Assay outcomes: PubChem, Broad Institute
PglD DTNB: inhibitors of Campylobacter jejuni PglD acetyltransferase; purified PglD enzyme, DTNB colorimetric CoA detection; inhibition, % at 12.5 µM; 360,000 tested, 0.098% active; in the data active = inhibition above about 16%, passing the limit was not always enough; inconclusive = no clear call, values can overlap the other calls; also: strong numbers were not always called active
Statin myotox sup: protects C2C12 myotubes from simvastatin toxicity; ATP luminescence, 48 h; scaled: DMSO 0, geranylgeraniol control 100; rescue of ATP level, % at 7.49 µM; 330,000 tested, 0.78% active; AID 602340;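 active = mean ATP rescue above about 67%, or every replicate alone reaching that limit, limit read from the data, passing the limit was not always enough; inconclusive = no clear call, values can overlap the other calls; inactive = mean under the limit and some replicate under it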;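 also: myotubes were challenged with 10 µM simvastatin during compound exposure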
DENV2 CPE: DENV2-induced cell death inhibition | DENV2-infected cells, cytopathic effect rescue, plate reader | CPE inhibition, % at 9.99 µM | 350,000 tested, 1.7% active; in the data active = CPE inhibition above about 20%, passing the limit was not always enough; inconclusive = no clear call, values can overlap the other calls; tested in BHK-21 cells;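 also: 0% = median of neutral control wells and 100% = median of positive control wells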
ERp5 inh: blocks human ERp5 reductase activity on insulin; ERp5 insulin aggregation, absorbance 650 nm, 90 min; inhibition, % at 9.99 µM; 350,000 tested, 0.05% active; AID 651711;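 active = mean replicate inhibition above about 25%, with every replicate also reaching it, limit read from the data, passing the limit was not always enough; inconclusive = only one of those two criteria met; inactive = neither criterion met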
S100A4 MyoIIA: blocks human S100A4 binding to myosin IIA peptide; P26447; S100A4/TAMRA-MyoIIA peptide fluorescence polarization; inhibition, % at 10.7 µM; 360,000 tested, 0.14% active; AID 652163;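 active = mean inhibition of at least 70% across replicates, with every replicate also reaching that level; inconclusive = mean inhibition reaches 70% but some replicates fall short; inactive = mean inhibition below 70%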
Target sequence (P26447 whole entry, looked up): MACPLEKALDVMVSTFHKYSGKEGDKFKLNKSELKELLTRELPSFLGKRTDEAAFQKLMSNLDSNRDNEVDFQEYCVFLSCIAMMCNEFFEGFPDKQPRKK
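Test system – S100A4 monomer (human) · Compound – single-point compound testing · Schedule – 5 min incubation before reading · Probe or stimulus – TAMRA-labelled myosin IIA heavy-chain peptide probe, 5 nM · Benchmarks – neutral control DMSO, positive control TFP · Medium – Calcium-containing HEPES buffer, pH 7.2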
E-sel inducer: induces E-selectin expression in human endothelial cells; P16581; HUVEC E-selectin immunofluorescence imaging; normalized: neutral wells 0, TNF-alpha wells 100; activation, % at 7.58 µM; 260,000 tested, 0.37% active;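 active = mean E-selectin-positive cell signal at least 10% of the positive control, reached in at least 60% of replicates, without over 20% cell loss; inconclusive = no rule given, readout overlaps actives, possibly toxicity-flagged; inactive = the rest, including those meeting only one limit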;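 also: in these data hits start at about 27%; measured in HUVEC primary endothelial cells; signal is the percent of cells scored E-selectin positive by PE staining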
Target sequence (P16581 whole entry, looked up): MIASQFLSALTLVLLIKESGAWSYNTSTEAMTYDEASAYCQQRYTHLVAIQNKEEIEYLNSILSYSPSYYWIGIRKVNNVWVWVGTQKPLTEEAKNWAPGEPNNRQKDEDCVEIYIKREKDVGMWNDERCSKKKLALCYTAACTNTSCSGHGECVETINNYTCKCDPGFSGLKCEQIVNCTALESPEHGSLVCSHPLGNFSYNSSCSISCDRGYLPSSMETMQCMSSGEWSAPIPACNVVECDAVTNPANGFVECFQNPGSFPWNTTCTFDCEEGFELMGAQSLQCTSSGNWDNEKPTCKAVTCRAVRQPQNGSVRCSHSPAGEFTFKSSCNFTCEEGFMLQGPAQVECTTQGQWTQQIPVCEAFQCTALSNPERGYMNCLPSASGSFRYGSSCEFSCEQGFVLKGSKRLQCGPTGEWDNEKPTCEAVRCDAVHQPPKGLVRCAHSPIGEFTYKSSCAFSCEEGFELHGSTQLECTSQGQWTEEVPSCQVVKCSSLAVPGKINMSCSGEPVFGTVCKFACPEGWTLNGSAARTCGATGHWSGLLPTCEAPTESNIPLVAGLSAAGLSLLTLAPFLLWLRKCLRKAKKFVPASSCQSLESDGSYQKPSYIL
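System: HUVEC, human umbilical vein endothelial cells; quantity: 3,000 cells/well; buffer or medium: EGM-2 medium, gelatin-coated wells; dosing: single-point compound dose; detection: immunofluorescence imaging; evaluation: % PE-positive cells; benchmarks: TNF-alpha, DMSO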
SIRT5 block: sirtuin-5 (human) deacylase inhibition; Q9NXA8; Purified SirT5, succinyl-peptide AMC, trypsin-coupled fluorescence; inhibition, % at 15 µM; 330,000 tested, 1.1% active; in the data active = inhibition above about 15%; inconclusive = no clear call, values can overlap the other calls
Target sequence (Q9NXA8 whole entry, looked up): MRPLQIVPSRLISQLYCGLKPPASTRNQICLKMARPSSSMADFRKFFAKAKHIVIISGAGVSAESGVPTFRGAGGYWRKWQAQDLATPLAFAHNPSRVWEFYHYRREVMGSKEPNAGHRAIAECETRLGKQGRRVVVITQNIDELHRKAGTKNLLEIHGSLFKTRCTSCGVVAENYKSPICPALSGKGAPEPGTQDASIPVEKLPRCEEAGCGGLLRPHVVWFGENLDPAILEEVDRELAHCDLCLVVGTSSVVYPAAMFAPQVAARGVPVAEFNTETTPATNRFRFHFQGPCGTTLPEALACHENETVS
* hit, by the source's call; u = inconclusive; x = no result given. Some of the compounds tested (hit frequency here may not be typical).

SMILES	PglD DTNB	Statin myotox sup	DENV2 CPE	ERp5 inh	S100A4 MyoIIA	E-sel inducer	SIRT5 block
COCC(C)NC(=S)N1CCN(c2ccccc2Cl)CC1 (stereo not drawn)	x	x	-1.1	2.5	4.1	x	-6.4
O=C(COC(=O)Cc1cccs1)NCc1ccc(F)cc1	-4.2	x	-4.0	7.5	-2.0	-1.7	-4.1
CNCC(O)Cn1c(C(F)(F)F)nc2ccccc21 (stereo not drawn)	-5.8	x	x	-5.5	-3.4	x	-0.8
O=C(C1=C[C@@H](c2ccccc2)C[C@@H](OCc2ccc(CO)cc2)O1)N1CCCC1	x	x	-3.5	-1.9	6.6	x	-19.3
O=C1C=C(c2ccc(OC(F)(F)F)cc2)C[C@@H](c2ccc(Cl)cc2)C1	5.0	-17.3	-2.0	1.0	-2.9	-0.1	1.1
O=c1nc(Oc2ccccc2)nc2ncccn12	x	x	3.0	2.2	-0.8	-0.1	x
Cc1ccc(F)cc1NC(=O)/C=C/c1ccc(S(=O)(=O)N2CCOCC2)cc1	-0.9	8.2	19.9	u	-0.2	0.6	x
Fc1ccccc1CSc1nnc(-c2cnccn2)n1Cc1ccco1	3.3	x	x	-2.4	-6.2	x	-1.7
C=CCc1ccccc1OCC(O)CNC1CCCC1 (stereo not drawn)	5.6	39.0	-2.9	-4.6	-7.2	x	-4.9
OCCCn1c(CCCNc2nc(-c3cccc(Br)c3)cs2)nc2cc(Cl)c(N3CCCCC3)cc21	-1.8	-2.7	x	-0.4	-14.3	0.0	1.5
C[C@@H]1CN([C@@H](C)CO)C(=O)c2cc(NC(=O)NC3CCCCC3)ccc2O[C@@H](C)CCCCO[C@@H]1CN(C)C(=O)NC1CCCCC1	-0.6	x	-6.8	-1.1	-5.2	-0.2	2.3
O=C(c1cccnc1)N1C[C@H]2[C@@H](c3ccccc31)[C@@H](CO)N2C(=O)C1CC1	5.0	2.5	12.8	0.5	16.3	0.3	-1.5
CC(C)N1CCN(Cc2cccs2)CC1CCO (stereo not drawn)	x	x	-3.3	0.8	-6.5	x	-5.1
Nc1cc(Cl)cc2c1-c1ccc(Cl)cc1C2	2.0	3.2	17.7	-15.4	-0.5	x	-1.4
C[C@@H]1CN([C@H](C)CO)C(=O)c2cc(C#Cc3ccccc3)cnc2O[C@@H]1CN(C)C(=O)c1ccccn1	2.4	18.1	-0.6	-2.3	2.9	-0.1	1.5

Some of these compounds in order of their number in ERp5 inh, descending:
Structure	ERp5 inh
O=C(COC(=O)Cc1cccs1)NCc1ccc(F)cc1	7.5
CC(C)N1CCN(Cc2cccs2)CC1CCO (stereo not drawn)	0.8
O=C(C1=C[C@@H](c2ccccc2)C[C@@H](OCc2ccc(CO)cc2)O1)N1CCCC1	-1.9
CNCC(O)Cn1c(C(F)(F)F)nc2ccccc21 (stereo not drawn)	-5.5

Next part.
SMILES	PglD DTNB	Statin myotox sup	DENV2 CPE	ERp5 inh	S100A4 MyoIIA	E-sel inducer	SIRT5 block
Cc1cccc(C)c1NC(=O)CNC(=O)c1c(-c2ccccc2)noc1C	-10.6	4.5	0.4	-1.3	-20.0	-1.1	-5.5
COc1ccc(S(=O)(=O)Nc2ccc3c(c2)C(=O)N([C@@H](C)CO)C[C@H](C)[C@@H](CN(C)S(=O)(=O)c2ccccc2)O3)cc1	-1.4	20.4	7.8	-3.4	-9.5	-0.6	-1.7
COc1ccc(NC(=O)C2CC(=O)N/C(=N/N=C/c3ccco3)S2)cc1 (stereo not drawn)	2.6	x	0.6	3.3	-0.5	x	2.1
C=CCOc1cccc(C2C(C(=O)c3ccc(C)o3)=C(O)C(=O)N2CCN2CCOCC2)c1 (stereo not drawn)	1.9	-25.7	-3.6	1.3	-3.2	-0.6	x
CC(C)NC(=O)N1[C@@H](C#N)[C@@H](c2ccc(-c3ccc(F)cc3)cc2)[C@@H]1CO	-1.4	-7.0	u	-1.8	-7.5	0.1	-1.0
CCOC(=O)c1cc(S(=O)(=O)NCC2CCN(Cc3cccc(C)c3)CC2)cn1C	5.3	-3.2	-3.8	9.6	-10.3	x	0.3
COc1ccc(C2CC(=O)c3cnn(-c4nc(C)cc(C)n4)c3C2)cc1 (stereo not drawn)	x	x	4.7	-0.9	-7.3	x	-5.4
C[C@@H]1CN([C@H](C)CO)C(=O)c2cc(/C=C/c3ccccc3)cnc2O[C@H]1CN(C)C	-1.8	26.2	-13.4	-6.1	-8.7	0.0	-18.0
CC1C(=O)N2CCCc3cc(S(=O)(=O)NCc4ccccc4Cl)cc1c32 (stereo not drawn)	1.9	-1.1	3.6	-0.7	3.1	x	-2.2
COCC(=O)Nc1ccc2c(c1)C(=O)N(C)[C@@H]1CC[C@@H](CC(=O)NC3Cc4ccccc4C3)O[C@H]1CO2	-3.6	-27.0	-14.3	3.8	-5.3	0.4	2.5
O=C1CN(Cc2ccccc2)C[C@H]2[C@@H](c3ccc(-c4ccccc4F)cc3)[C@@H](CO)N12	x	x	-7.8	1.8	3.3	-0.3	0.3
OCCN1CCN(CCCN2c3ccccc3CCc3ccccc32)CC1	-2.3	x	-2.7	-11.3	-0.6	0.3	-3.9
O=C(O)c1ccccc1C(=O)NCCc1ccc(Cl)cc1	3.5	7.2	14.7	-4.6	2.0	0.3	-1.1
O=C(N/N=C/c1c(Cl)[nH]c2ccccc12)c1ccc2c(c1)OCCO2	1.0	x	2.6	3.0	3.4	0.9	x
CNC(=S)N/N=C(\C)c1cccc(C(F)(F)F)c1	x	x	4.7	3.0	-1.5	0.0	-7.6
N#C/C(=C\c1cccc([N+](=O)[O-])c1)C(=O)Nc1cccnc1	x	x	-0.3	0.3	-3.3	1.3	0.2
CC(NC(=O)Nc1ccc(F)cc1F)c1ccc2c(c1)OCO2 (stereo not drawn)	1.9	x	6.6	6.0	2.9	1.2	1.3
CCc1cccc(CC)c1NC(=S)NCCc1c(C)[nH]c2ccccc12	2.7	25.4	3.3	-3.9	1.2	-0.2	x
Cc1csc2c(N3CCN(C(=O)c4ccc(C(C)(C)C)cc4)CC3)ncnc12	x	x	-9.2	4.4	-1.4	-0.1	2.2
Cc1nc2c(oc3ccc(Cl)cc32)c(=O)[nH]1	-2.0	x	2.3	2.4	-2.8	-0.5	-0.5
O=C(CN1CCOCC1)Nc1cccc([N+](=O)[O-])c1	4.0	-0.6	-0.1	5.3	-8.7	0.0	-1.8
CN(C)CC#Cc1ccc([C@@H]2[C@H]3CN(C(=O)NC4CCCC4)CCCCN3[C@H]2CO)cc1	3.2	x	-8.3	3.8	-24.6	0.6	2.9
O=C([C@H]1[C@H](CO)[C@H]2Cn3c(ccc(-c4ccccc4F)c3=O)[C@@H]1N2C(=O)C1CCC1)N1CCOCC1	0.6	1.0	-1.2	1.8	9.6	-0.3	-7.3
Clc1ccc(-c2cc(COc3ccccc3)on2)cc1	-5.3	4.6	-2.1	6.7	-3.0	x	-1.6
CCn1cc(C(=O)NCC2CCCO2)c(=O)c2cc(S(=O)(=O)N(C)C3CCCCC3)ccc21 (stereo not drawn)	4.0	-3.4	-3.0	1.2	-4.2	-0.2	x
C[C@H]1CN([C@@H](C)CO)C(=O)c2cc(-c3ccc(F)cc3)cnc2O[C@H]1CN(C)C(=O)c1ccccc1F	0.8	14.5	-11.1	2.0	-17.0	-0.6	-5.8
Cc1noc(C)c1S(=O)(=O)Nc1ccc2c(c1)C(=O)N([C@@H](C)CO)C[C@H](C)[C@@H](CN(C)S(=O)(=O)c1cn(C)cn1)O2	-2.4	-24.2	1.4	-1.4	-9.7	0.0	0.3
Cc1ccccc1C(=O)c1cccn1CC(=O)NCc1ccc(F)cc1	4.7	23.7	1.0	-2.8	0.0	x	0.3
C=CCn1c(COc2cc(C)ccc2C(C)C)nnc1SCC(=O)c1c(N)n(C)c(=O)n(C)c1=O	x	x	-3.8	2.0	3.0	x	-0.5
Cc1ccc(S(=O)(=O)Nc2ccc3c(c2)C(=O)N([C@H](C)CO)C[C@@H](C)[C@@H](CN(C)S(=O)(=O)c2ccc(Cl)cc2)O3)cc1	x	x	4.3	-6.9	-12.5	0.0	3.3

Overlap with the part before: 2 compounds; new compounds follow.
SMILES	PglD DTNB	Statin myotox sup	DENV2 CPE	ERp5 inh	S100A4 MyoIIA	E-sel inducer	SIRT5 block
C=CCn1c(COc2cc(C)ccc2C(C)C)nnc1SCC(=O)c1c(N)n(C)c(=O)n(C)c1=O	x	x	-3.8	2.0	3.0	x	-0.5
Cc1ccc(S(=O)(=O)Nc2ccc3c(c2)C(=O)N([C@H](C)CO)C[C@@H](C)[C@@H](CN(C)S(=O)(=O)c2ccc(Cl)cc2)O3)cc1	x	x	4.3	-6.9	-12.5	0.0	3.3
CCc1nn(CC(=O)NCCc2ccc(Cl)cc2)c(=O)c2cccn12	3.0	-2.6	6.7	6.0	-3.2	x	0.1
CNC[C@@H]1Oc2c(NS(=O)(=O)c3ccc(C)cc3)cccc2C(=O)N([C@H](C)CO)C[C@@H]1C	3.7	1.8	12.3	-8.3	-8.0	-0.1	-4.3
N#Cc1ccc(-c2ccc([C@@H]3[C@@H](CO)N4C(=O)CN(C(=O)C5CCCCC5)C[C@@H]34)cc2)cc1	x	x	-7.6	-2.4	4.9	-0.3	-4.2
COc1ccc2c(c1)c(C(=O)N/N=C/c1cn(C)c3ccccc13)c(C)n2C	x	-9.9	2.0	-4.2	-3.7	3.1	-1.9
CCCCN1C(=O)C(CC(=O)NC2CC2)CC(C(=O)N2CCOCC2)=C1C (stereo not drawn)	x	10.4	16.3	0.8	-1.7	-0.1	2.4
COc1ccc(CC2(CO)CCN(Cc3cnn(-c4ccccc4)c3)CC2)cc1	x	x	x	5.9	-0.5	x	-4.6
O=C(CNc1ccc(F)cc1)N/N=C1\CCCc2ccccc21	x	x	x	-6.1	-6.0	x	0.2
COc1cccc(C(=O)N/N=c2/oc3ccccc3cc2C(N)=O)c1	x	x	-2.2	-0.2	2.3	0.0	0.6
Cc1onc(-c2ccccc2Cl)c1C(=O)N1CCCCC1C (stereo not drawn)	-3.5	2.3	-0.1	2.3	-7.8	x	0.8
Cc1noc(C)c1NC(=O)Nc1cccc2c1O[C@@H](CN(C)Cc1ccccc1)[C@@H](C)CN([C@@H](C)CO)C2=O	2.0	-8.3	3.6	-1.2	-43.3	0.0	3.1
Cc1ccc(NC(=O)CC(=O)c2ccc([N+](=O)[O-])cc2)cc1S(=O)(=O)Nc1cccc(Cl)c1	x	x	-4.6	-1.1	0.5	0.3	-6.6
CCOc1ccc(N=c2oc3cc(O)ccc3cc2C(=O)NCC2CCCO2)cc1 (stereo not drawn)	-0.1	-0.5	-1.2	1.0	-2.6	x	-8.4
COc1ccc2c3c([nH]c2c1)[C@@H](CO)N(C(=O)c1ccccc1)CC31CCN(S(=O)(=O)c2cccs2)CC1	x	x	-8.5	-4.0	-0.8	-0.2	3.3
COc1ccc(/C=C/C(=O)OCc2csc(-c3ccccc3)n2)cc1OC	x	x	1.9	6.6	-0.5	-2.2	-3.1
COCCNC(=O)C[C@@H]1C[C@@H]2c3cc(NC(=O)C4CCC4)ccc3O[C@@H]2[C@H](CO)O1	-0.8	-9.8	-0.9	3.1	-0.2	0.9	-1.9
CCCC(c1nnnn1CS(=O)(=O)c1ccc(C)cc1)N1CCC(C(N)=O)CC1 (stereo not drawn)	-3.4	-0.4	0.8	0.4	3.6	0.0	0.3
CC1C(=O)N(Cc2cn(Cc3ccco3)nn2)CCS(=O)(=O)N1Cc1ccc(-c2cccc(N(C)C)c2)cc1 (stereo not drawn)	x	-8.0	-0.7	4.8	-2.0	0.4	-10.3
NC(=O)CSc1nnc(-c2ccc(S(=O)(=O)N3CCCC3)cc2)o1	5.3	1.0	2.1	-0.1	3.3	x	0.7
CC(=O)NCCCOc1ccc([N+](=O)[O-])cc1Cl	3.0	2.9	5.6	1.6	-0.5	-0.1	-0.9
CC(C)OCCCNC(=O)c1ccc(C2SCC(=O)N2Cc2ccco2)cc1 (stereo not drawn)	x	x	-3.6	1.5	-2.2	-0.2	0.6
